High-throughput results from PubChem BioAssay.
SRC3 inh: inhibits human SRC3 coactivator. hit rate 0.17% among 360,000. Q9Y6Q9. AID 588352. HEK293 GAL4-SRC3 luciferase reporter, luminescence. inhibition, % at 3.6 µM;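 active means inhibition above a per-campaign cutoff, the mean of all compounds plus 3 SD, cut at about 60% in these data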;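 further: 0% = DMSO-treated cells and 100% = gossypol-treated cells at 36 µM; higher means less SRC3-driven luciferase light from the GAL4 reporter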
TLR9-MyD88 inh: inhibitors of human TLR9-MyD88 binding; Q9NR96+Q99836; CHO BLA complementation TLR9-MyD88, CCF4 FRET ratio; inhibition, % at 4.98 µM; hit rate 0.21% among 340,000; AID 504734;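 active means inhibition above the mean over all tested compounds plus 3 SD, cut at about 21% in these data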;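 further: 0% = DMSO only wells and 100% = clavulanate BLA inhibitor control wells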
LMP1 NFkB inh: Epstein-Barr LMP1 NF-kappaB reporter inhibition | LMP1-induced NF-kappaB luciferase reporter cells, luminescence | AID 504558 | inhibition, % at 12.5 µM | hit rate 0.69% among 350,000; in the data active means inhibition above about 41%;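 further: 0% = neutral control wells and 100% = reference inhibitor control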
NCOA1 inh: inhibitors of human steroid receptor coactivator 1 (SRC1); Q15788; HEK293 GAL4-SRC1 luciferase reporter, luminescence; inhibition, % at 3.6 µM; hit rate 0.12% among 360,000; AID 588354;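 active means inhibition above the campaign mean plus 3 SD, with each screening campaign given its own cutoff, cut at about 60% in these data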;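 further: 0% = DMSO treated cells and 100% = gossypol at 36 µM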
Target sequence (Q15788 whole entry, looked up, the tested form may be a part): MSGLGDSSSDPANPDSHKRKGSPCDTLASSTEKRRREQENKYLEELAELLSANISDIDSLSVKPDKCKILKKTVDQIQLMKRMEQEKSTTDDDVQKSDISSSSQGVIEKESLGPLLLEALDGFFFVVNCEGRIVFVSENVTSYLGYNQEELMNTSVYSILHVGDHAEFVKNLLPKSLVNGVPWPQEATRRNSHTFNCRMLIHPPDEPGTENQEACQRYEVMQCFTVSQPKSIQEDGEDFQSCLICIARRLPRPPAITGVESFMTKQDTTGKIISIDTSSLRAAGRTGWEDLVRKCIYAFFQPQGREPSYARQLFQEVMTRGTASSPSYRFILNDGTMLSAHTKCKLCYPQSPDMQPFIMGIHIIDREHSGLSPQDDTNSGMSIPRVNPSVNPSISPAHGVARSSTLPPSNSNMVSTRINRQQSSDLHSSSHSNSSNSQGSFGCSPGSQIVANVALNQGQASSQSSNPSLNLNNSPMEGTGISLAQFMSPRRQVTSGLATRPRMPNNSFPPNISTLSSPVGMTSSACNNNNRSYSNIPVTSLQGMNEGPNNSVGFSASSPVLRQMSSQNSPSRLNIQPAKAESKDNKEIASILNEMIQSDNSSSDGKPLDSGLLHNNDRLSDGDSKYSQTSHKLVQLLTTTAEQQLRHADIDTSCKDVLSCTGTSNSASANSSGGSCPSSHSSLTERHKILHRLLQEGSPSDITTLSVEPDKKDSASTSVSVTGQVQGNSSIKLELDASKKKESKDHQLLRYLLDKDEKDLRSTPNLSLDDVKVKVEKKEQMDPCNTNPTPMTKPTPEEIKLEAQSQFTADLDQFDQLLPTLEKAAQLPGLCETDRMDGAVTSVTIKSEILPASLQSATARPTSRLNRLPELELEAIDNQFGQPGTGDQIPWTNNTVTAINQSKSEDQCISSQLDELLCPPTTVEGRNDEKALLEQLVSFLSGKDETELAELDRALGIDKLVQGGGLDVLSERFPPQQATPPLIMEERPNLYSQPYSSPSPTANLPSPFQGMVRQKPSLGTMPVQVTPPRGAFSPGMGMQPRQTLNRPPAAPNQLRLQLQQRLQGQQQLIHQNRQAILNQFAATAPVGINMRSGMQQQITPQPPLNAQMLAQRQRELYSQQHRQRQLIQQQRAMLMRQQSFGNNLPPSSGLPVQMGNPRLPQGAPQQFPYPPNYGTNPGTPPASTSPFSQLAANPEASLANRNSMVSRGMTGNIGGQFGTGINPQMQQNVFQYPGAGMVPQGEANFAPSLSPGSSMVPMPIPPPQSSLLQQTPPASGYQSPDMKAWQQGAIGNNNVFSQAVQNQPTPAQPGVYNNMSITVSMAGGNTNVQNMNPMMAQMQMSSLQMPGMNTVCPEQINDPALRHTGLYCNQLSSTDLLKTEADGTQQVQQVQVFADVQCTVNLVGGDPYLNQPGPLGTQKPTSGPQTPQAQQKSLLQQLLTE
NR2F2 inh: NR2F2 (human) inhibition, primary screen; HEK293T NGFI-A luciferase reporter, luminescence; P24468; inhibition, % at 8.6 µM; AID 686940; hit rate 0.7% among 370,000;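 active means inhibition above a per-plate cutoff, mean inhibition of test wells between control levels plus 3 SD, cut at about 38% in these data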;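 further: cells cotransfected with COUP-TFII expression vector driving the NGFI-A reporter; 0% = median of COUP-TF2 test wells and 100% = reporter-only cells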
NOD2 RIPK2 PPI: inhibitors of human NOD2-RIPK2 interaction; inhibition, % at 4.98 µM; CHO BLA complementation NOD2-RIPK2, CCF4 ratio; AID 624267; O43353; hit rate 0.38% among 360,000; in the data active means inhibition above about 21%;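 further: 0% = vehicle only and 100% = reference blocker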
TWEAK Fn14 block: TWEAK-Fn14 signaling inhibition; TWEAK-stimulated Fn14 reporter cells, luciferase luminescence, 8 h; inhibition, % at 10 µM; hit rate 2% among 360,000; AID 1159606; in the data active means inhibition above about 50%
NR5A2 inv ag: NR5A2 inverse agonism in reporter assay | hit rate 0.13% among 360,000 | inhibition, % at 3.6 µM | O00482 | HEK293T StAR-luciferase reporter, LRH-1 transfected, 24 h;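 active means inhibition above the mean inhibition of all tested compounds plus 3 SD, cut at about 73% in these data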;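 further: 0% = DMSO wells and 100% = reporter-only cells lacking LRH-1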
NCOA2 inhibitor: inhibits human steroid receptor coactivator 2. AID 651957. hit rate 0.17% among 370,000. inhibition, % at 9 µM. HEK293 GAL4-SRC2 luciferase reporter, luminescence. Q15596;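 active means inhibition above the mean inhibition of all tested compounds plus 3 SD, set per campaign, cut at about 52% in these data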;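 further: 0% = DMSO treated cells and 100% = cells given Gossypol at 36 µM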
TROY NFkB inh: blocks TROY-dependent signaling in reporter cells. Q293 LMP1-TROYcd NF-kB luciferase reporter, 4 h. inhibition, % at 10 µM. hit rate 0.98% among 360,000. AID 1347056;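 active means compounds whose plate-normalised and pattern-corrected inhibition of the luciferase reporter signal at the single screening dose is 50% or more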
C8 TRAIL sens: caspase-8 TRAIL sensitization | NB7+C8 cells + TRAIL, ATPlite viability luminescence | inhibition (viability loss, TRAIL sensitization), % at 10 µM | hit rate 1% among 360,000 | AID 624354;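 active means compounds causing at least 50% loss of cell viability in the single-dose screen, relative to plate controls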
Numbers without * were called inactive; . = no result given.

SMILES | SRC3 inh | TLR9-MyD88 inh | LMP1 NFkB inh | NCOA1 inh | NR2F2 inh | NOD2 RIPK2 PPI | TWEAK Fn14 block | NR5A2 inv ag | NCOA2 inhibitor | TROY NFkB inh | C8 TRAIL sens
O=C(Nc1cccc(C(F)(F)F)c1)C1Cc2c(-c3ccccc3Oc3ccccc3)ccnc2O1 (configuration not stated) | 2 | . | . | 20 | 16 | -7 | 44 | 15 | -5 | 12 | 21
Cn1nc(C(=O)NC2CCCCC2)c2c1-c1ccccc1S(=O)(=O)C2 | -16 | 10 | -2 | 6 | 8 | -7 | -1 | -6 | 4 | -20 | 12
CCOC(=O)N1CCN(S(=O)(=O)c2cccc3nsnc23)CC1 | -5 | 3 | -4 | -10 | 7 | -1 | 0 | 3 | 2 | -2 | -12
CC(C)[C@H](NS(=O)(=O)c1ccccc1)C(=O)OCC(=O)NC(=O)c1cccn1C | -8 | -6 | -9 | 8 | 2 | -3 | 21 | -25 | 1 | -11 | -9
Cc1ccc([C@H]2C[C@@H](n3cc(C4CC4)nn3)[C@H](O)CN2Cc2cccs2)cc1 | 9 | -6 | 1 | 8 | 1 | -3 | -3 | 1 | -8 | -9 | -6
O=C(Nc1cc(=O)[nH]c(=O)[nH]1)c1cc(Cl)ccc1Cl | -21 | -8 | -12 | -1 | -6 | 0 | 15 | 5 | 17 | 23 | 30
CC(C)(C)c1nc2c(s1)CCc1onc(-c3ccc(Br)cc3)c1-2 | -7 | 2 | 43* | -12 | -8 | -11 | 12 | -19 | -2 | -13 | -11
Cc1cc(Br)c2nc3c(c(C(=O)O)c2c1)CCCCC3 | 6 | -6 | -1 | -14 | 9 | -2 | 4 | 1 | 11 | -11 | 0
CC(C)(C)c1ccccc1NC(=S)NCc1ccccc1 | 28 | -1 | -2 | 5 | 9 | -7 | 0 | -3 | 3 | 13 | -14
CN(C)CC1CCC/C(=C\c2ccc(OC(=O)c3ccc(Cl)cc3)cc2)C1=O (configuration not stated) | 51 | -7 | 25 | 67* | -9 | 4 | 17 | 53 | -21 | -5 | 36
CCCCn1c(O)c2n(c1=O)Cc1ccccc1N=C2c1ccc(C)cc1 | -12 | . | . | 1 | -2 | 1 | 27 | -13 | 3 | -5 | -13
S=C(NCCN1CCOCC1)Nc1ccc(-c2nc3ccccc3[nH]2)cc1 | -27 | -8 | -5 | -56 | 8 | -8 | -1 | -43 | 1 | -41 | 7
CCCCNC(=O)N1CCCN(c2ccc(C#N)cn2)CC1 | 8 | -9 | 7 | -10 | -12 | 6 | -10 | -3 | 3 | 21 | -13
CC1CCCCC1NC(=O)COC(=O)c1ccc2c(c1)OCCO2 (configuration not stated) | 9 | 0 | 2 | -7 | -6 | 8 | 3 | 14 | -22 | 8 | 15
Cc1ccc(-c2nnc(SCC(=O)N/N=C/c3ccc(C)s3)n2-c2ccccc2)cc1 | 8 | -9 | -5 | -19 | -2 | 4 | 23 | 17 | -9 | -30 | -11
O=C(CSc1nnc(CNC(=O)c2ccc(F)cc2)o1)NCC1CCCO1 (configuration not stated) | -9 | -1 | -1 | -4 | 1 | -6 | -8 | -6 | 8 | -2 | 8
CCn1c(=O)c(C(=O)NCCNCCO)c(O)c2ccccc21 | 8 | 1 | -8 | -3 | -18 | -6 | -14 | -3 | -3 | 2 | 12
Nc1nc(SCC(=O)NCCO)nc2sc3c(c12)CCCC3 | -17 | -4 | -8 | -44 | -18 | -5 | -19 | -2 | -41 | -17 | 3
CCNC(=O)NC(=O)C(C)SCc1ccccc1C (configuration not stated) | 15 | -2 | -10 | -12 | 3 | 1 | 7 | -7 | -8 | 16 | 5
CC(NC(=O)COC(=O)CSc1ccc(F)cc1)c1ccc(F)cc1 (configuration not stated) | -14 | -6 | -1 | 1 | -5 | -6 | -3 | -17 | 17 | -8 | 8
CCOc1ccc(-c2nc(CSc3nnc(C)s3)cs2)cc1OC | -11 | -3 | -6 | -16 | 7 | -8 | -8 | -10 | -21 | -17 | 8
Cn1c(NN)nc2ccccc2c1=O | 11 | 0 | 9 | 6 | 5 | -8 | -19 | 9 | 7 | -22 | -4
COc1ccc(Nc2nc(-c3ccccc3O)nc3ccccc23)cc1 | 5 | -10 | 14 | 12 | -16 | -5 | 21 | 13 | 15 | 42 | 22
Cc1ccc(-c2nc(SC(C)C(=O)N3CCCC3)n[nH]2)cc1 (configuration not stated) | 9 | -3 | -2 | -9 | 7 | -15 | 9 | -12 | -28 | -15 | 12
COc1ccccc1NC(=O)NCC(=O)Nc1ccc(F)c(F)c1 | 1 | -1 | 1 | 1 | 13 | 7 | -8 | 3 | -67 | -3 | 8
New compounds follow.
SMILES | SRC3 inh | TLR9-MyD88 inh | LMP1 NFkB inh | NCOA1 inh | NR2F2 inh | NOD2 RIPK2 PPI | TWEAK Fn14 block | NR5A2 inv ag | NCOA2 inhibitor | TROY NFkB inh | C8 TRAIL sens
CCc1nc2ccc(C(=O)NCc3cccs3)cn2c1N(CCC(C)C)CCN(C)C | 0 | . | . | -5 | -9 | -3 | 1 | 3 | -27 | -7 | 4
Cc1cc(C)cc(NS(=O)(=O)c2ccc(Oc3ncc(C(F)(F)F)cc3Cl)cc2)c1 | -17 | 3 | 10 | 8 | 7 | -6 | 17 | 3 | -9 | 39 | 5
CCCCn1c(N)c(N(CCOC)C(=O)c2cccc(N3C(=O)c4ccccc4C3=O)c2)c(=O)[nH]c1=O | 5 | -3 | -6 | -9 | 8 | 1 | 11 | -5 | -11 | 20 | -10
O=C(c1csc2ccccc12)N1CCN(c2ccc(Cl)c(Cl)c2)CC1 | -8 | 3 | -4 | 1 | -1 | -5 | 13 | -2 | 2 | 16 | 3
O=C1C2CCCN2C(=S)N1c1cc(Cl)ccc1Cl (configuration not stated) | 17 | -7 | 1 | -6 | 8 | 5 | 24 | 13 | -12 | 4 | -14
COCC(C)n1c(C)cc(C(=O)CSc2nnnn2C2CCCC2)c1C (configuration not stated) | 7 | -2 | 16 | -2 | 41* | -5 | 18 | -3 | 9 | 20 | 0
Cc1occc1C(=O)N1CCN(c2ccc([N+](=O)[O-])cc2)CC1 | 21 | 0 | -1 | -6 | -3 | -7 | 14 | 5 | -18 | 24 | -8
CCOC(=O)N1CCC(N2CCCC(CO)(Cc3cccc(OC)c3)C2)CC1 (configuration not stated) | 17 | -6 | 3 | -9 | 3 | -14 | -1 | -15 | 0 | 14 | 35
Cn1nnc(NC(=O)c2ccc3ccccc3c2)n1 | -32 | 4 | -4 | -29 | -22 | -6 | -13 | -56 | -38 | -43 | 19
O=C(COc1ccccc1Cl)NCCCNC(=O)c1cnccn1 | 9 | 2 | -5 | -13 | -33 | 3 | 37 | -27 | -6 | 11 | 6
CCn1c(CC(=O)Nc2ccc(Cl)c(Cl)c2)nnc1SCc1ccc(Cl)cc1 | 4 | 6 | -14 | 10 | 3 | -8 | -3 | 9 | 7 | -3 | -25
CC(CCC(=O)O)C1CCC2C3CC(O)C4CC(O)CC[C@]4(C)C3CCC12C (some centres not stated) | 24 | 1 | 0 | -7 | 2 | -8 | -20 | 7 | 23 | -22 | -16
CC1CC(C)CN(S(=O)(=O)c2ccc3c(c2)n(C)c(=O)c(=O)n3C)C1 (configuration not stated) | 0 | 0 | -4 | 7 | -1 | -3 | -5 | 6 | -40 | -2 | -5
COc1cc2c(cc1OC)C1C/C(=N\O)C(CC(C)C)CN1CC2 (configuration not stated) | -8 | 3 | 7 | 8 | 1 | -7 | 3 | 7 | -3 | -1 | -13
Cc1ccc(C(=O)COC(=O)c2cc(Cl)ccc2O)cc1[N+](=O)[O-] | 6 | -1 | -3 | 8 | 2 | 5 | 31 | 4 | -22 | 1 | 3
Cc1ccc2c(CNCc3ccccc3)cc(=O)oc2c1 | -5 | -2 | 7 | -18 | -8 | -3 | 4 | 1 | -20 | 7 | 20
CN(C)C(=O)c1cccc(-c2cnc3c(NC=O)cc(-c4ccc(C(=O)N5CCOCC5)cc4)cn23)c1 | -18 | . | . | 8 | -10 | -7 | 0 | -7 | -22 | -7 | 6
Cc1sc(NC(=O)c2ccccc2)c(C(=O)N2CCN(C)CC2)c1C | -6 | 6 | -5 | 7 | -12 | -2 | 12 | 5 | -6 | 7 | 7
COc1ccc(COCC(O)CN2CCC(CN3C(=O)c4cccc5cccc(c45)C3=O)CC2)cc1OC (configuration not stated) | 23 | -2 | 0 | -8 | 15 | 2 | -20 | 4 | 19 | 2 | 16
O=C(COC(=O)c1ccccc1Cl)Nc1cccnc1Cl | -8 | 3 | -3 | -13 | -1 | -6 | -32 | -14 | 8 | -26 | 2
CC(=O)Nc1ccc(S(=O)(=O)Nc2cc(C)ccn2)cc1 | 6 | -5 | -2 | -12 | . | -2 | -2 | 4 | . | -12 | -1
CC(C)(C)N1CC2(c3ccccc3)CN(C(C)(C)C)CC(c3ccccc3)(C1)C2=O | 3 | -9 | -2 | -19 | 10 | 5 | 3 | -8 | 8 | 10 | 5
COc1ccccc1N1CCN(S(=O)(=O)CCNC(=O)CCCc2ccccc2)CC1 | 7 | 0 | -9 | 8 | -13 | -6 | 9 | -19 | -8 | -34 | -15
CSCCC(NC(=O)/C(=C/c1ccc2c(c1)OCO2)NC(=O)c1cccc([N+](=O)[O-])c1)C(=O)O (configuration not stated) | 0 | -3 | 0 | 2 | 7 | -5 | 1 | -5 | -31 | -9 | 12
CN(C)C(=S)NC1CCS(=O)(=O)C1 (configuration not stated) | 16 | -7 | 2 | 5 | 3 | -9 | -4 | 7 | 9 | -11 | 0
The list continues.
SMILES | SRC3 inh | TLR9-MyD88 inh | LMP1 NFkB inh | NCOA1 inh | NR2F2 inh | NOD2 RIPK2 PPI | TWEAK Fn14 block | NR5A2 inv ag | NCOA2 inhibitor | TROY NFkB inh | C8 TRAIL sens
CN(C)CCP(=O)(c1ccccc1)c1ccccc1 | 8 | -8 | 4 | 17 | 1 | -5 | -19 | 13 | 13 | -3 | 2
COc1cc2[nH]c(C(=O)Nc3ccc(F)cc3)cc2c(OC)c1OC | 12 | -2 | 30 | 15 | -25 | 0 | 2 | 8 | -41 | -9 | 30
CCCCCCC1CC(=CN(C)C)C(=O)O1 (configuration not stated) | 4 | 1 | 4 | -8 | -1 | -13 | 12 | -12 | -2 | -3 | 1
C=CCn1cnc2c(nnn2-c2ccc(OC)c(OC)c2)c1=O | 2 | 6 | 5 | -2 | -18 | -4 | 11 | 2 | 12 | 14 | 0
CCOc1ccccc1NC(=O)Cn1c(=O)c2ccccc2n(CC)c1=O | 2 | -4 | -36 | -1 | -17 | -9 | -14 | -7 | -27 | -2 | -22
CN(C(=O)Nc1ccc(F)cc1)[C@H]1C[C@H]2c3[nH]c4ccccc4c3CCN2C(=O)[C@H]1CO | -4 | 5 | -1 | -10 | 4 | 4 | 21 | -14 | 9 | 15 | -10
CC(C)=CC(=O)N1CCCC(N2CCN(c3ccc(F)cc3)CC2)C1 (configuration not stated) | -3 | 0 | -1 | 21 | -1 | 4 | 14 | 3 | 3 | 8 | 9

3 entries already listed, sorted by their value in NR5A2 inv ag, falling.
| Molecule | NR5A2 inv ag |
| --- | --- |
| CN(C)CCP(=O)(c1ccccc1)c1ccccc1 | 13 |
| COc1cc2[nH]c(C(=O)Nc3ccc(F)cc3)cc2c(OC)c1OC | 8 |
| CC(C)=CC(=O)N1CCCC(N2CCN(c3ccc(F)cc3)CC2)C1 (configuration not stated) | 3 |

Only part of the results is shown. The share of hits here may be higher or lower than overall.
